TRPML3 agonist – human mucolipin-3 channel agonism | Q8TDD5 | HEK293 TRPML3-YFP, Fluo-8 calcium fluorescence; 100% = the carbachol control signal | activation, % at 3 µM | 0.29% of 220,000 active;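 active means activation above its plate's cutoff, the mean activation of the plate's test wells plus 3 SD, cut at about 12% in these data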;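 further: 0% = DMSO only wells and 100% = carbachol wells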
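Test system: TRPML3-YFP stable HEK293 cells. Doses: single point at 3 µM. Incubation: dye loading 1 h 37 °C then 30 min ambient, 125 s read. Signal: Fluo-8 calcium dye fluorescence, ex 470-495, em 515-575 nm. Measure: percent activation from peak-to-basal fluorescence ratio, scaled between DMSO and carbachol.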
p47phox inh – blocks human p47phox regulatory protein of NADPH oxidases | P14598 | p47phox/p22phox peptide binding, fluorescence polarization, 2 h | inhibition, % at 24.7 µM | 0.53% of 220,000 active | AID 1274;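 active means inhibition above about 30%, limit read from the data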;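 further: 0% = p47phox with labelled peptide and 100% = labelled peptide alone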
Target sequence (P14598 whole entry, looked up): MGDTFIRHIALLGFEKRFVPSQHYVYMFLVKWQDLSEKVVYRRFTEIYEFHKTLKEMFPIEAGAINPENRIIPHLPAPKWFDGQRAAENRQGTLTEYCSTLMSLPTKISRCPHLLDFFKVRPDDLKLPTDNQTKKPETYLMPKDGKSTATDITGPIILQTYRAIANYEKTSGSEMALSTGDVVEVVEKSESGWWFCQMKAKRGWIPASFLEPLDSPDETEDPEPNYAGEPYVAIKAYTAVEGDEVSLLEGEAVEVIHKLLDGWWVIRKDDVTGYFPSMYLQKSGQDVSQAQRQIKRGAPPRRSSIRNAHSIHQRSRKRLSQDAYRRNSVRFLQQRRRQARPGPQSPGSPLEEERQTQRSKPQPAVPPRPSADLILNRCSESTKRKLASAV
MDM2 E3 inh – blocks human Mdm2 ubiquitin ligase activity; Q00987; cell-based MDM2 ubiquitination luciferase reporter, 2 h; 0 = plate control, 100 = twice control, blank-subtracted; signal enhancement, % at 5 µM; 0.11% of 210,000 active; AID 1230;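 active means signal enhancement of 30% or more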;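 further: luminescence tracks abundance of the self-degrading MDM2-luciferase fusion protein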
Target sequence (Q00987 whole entry, looked up, the tested form may be a part): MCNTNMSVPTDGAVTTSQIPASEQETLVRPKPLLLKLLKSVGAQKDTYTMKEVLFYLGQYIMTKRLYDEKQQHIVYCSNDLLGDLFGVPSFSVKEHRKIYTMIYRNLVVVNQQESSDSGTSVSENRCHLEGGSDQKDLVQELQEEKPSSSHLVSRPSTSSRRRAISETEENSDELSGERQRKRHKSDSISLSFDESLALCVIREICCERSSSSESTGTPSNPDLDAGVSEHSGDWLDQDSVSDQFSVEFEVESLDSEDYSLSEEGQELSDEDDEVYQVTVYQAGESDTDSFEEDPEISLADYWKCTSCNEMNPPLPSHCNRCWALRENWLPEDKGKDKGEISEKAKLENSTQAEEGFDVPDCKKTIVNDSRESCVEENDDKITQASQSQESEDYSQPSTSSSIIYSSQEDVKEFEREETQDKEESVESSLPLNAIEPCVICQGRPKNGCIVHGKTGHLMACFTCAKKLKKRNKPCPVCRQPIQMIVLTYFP
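test system = mammalian cells stably expressing self-ubiquitinating, self-degrading MDM2 E3–luciferase fusion | quantity = 2000 cells/well | incubation = cell settling 4 h, compound treatment 2 h, both 37 °C | signal = luminescence with SteadyLite reagent, 15 min at room temperature | evaluation = % enhancement relative to plate controls after blank subtraction | benchmarks = plate controls and plate blanks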
PPC-1+TRAIL kill – compounds killing PPC-1 cancer cells with TRAIL present (potentiator screen, no TRAIL-free arm); PPC-1 cells + TRAIL, ATPLite viability luminescence; cell killing (% activity), % at 4 µM; 0.41% of 220,000 active; AID 1443;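 active means cell killing above 50% in the first pass at 4 µM, then a duplicate retest at 5 µM averaging 50% or more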;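 further: plate controls were cells with TRAIL plus DMSO for no effect and medium-only wells lacking cells for full effect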
Runt-SMMHC FRET – inhibitors of human RUNX1 Runt domain binding to CBFb-SMMHC | 0.74% of 220,000 active | inhibition, % at 20 µM | Q01196+Q13951 | Cerulean-Runt/Venus-CBFb-SMMHC FRET ratio 530/480, 1 h;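 active means mean inhibition across duplicate retests at 20 µM reaching about 50%, limit read from the data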;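 further: 0% = DMSO wells and 100% = wells with excess untagged CBFb-SMMHC; inhibitors lower the FRET ratio by blocking Runt binding to CBFb-SMMHC; some results filed as inactive read as strong as hits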
TNF death inh – blocks TNF-alpha induced death of Jurkat FADD-/- cells | Jurkat FADD-/- TNF necroptosis rescue, ATP luminescence, 24 h; 0 = TNF only, 100 = no-TNF cells | 0.068% of 220,000 active | activation (protection from cell death), % at 10 µM | AID 463075;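 active means activation, meaning protection from cell death, of at least 50% relative to plate controls; inactive means activation below 50%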;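 further: necroptosis triggered by 40 ng/mL TNF-alpha added together with compound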
EBV gp42 block – blocks Epstein-Barr virus glycoprotein 42 binding. Q1HVG2. AID 1085. inhibition, % (tested at 21.74 µM). Fluorescence polarization binding assay, mP read-out. 0.42% of 220,000 active; in the data active means inhibition above about 50%
Target sequence (Q1HVG2 whole entry, looked up): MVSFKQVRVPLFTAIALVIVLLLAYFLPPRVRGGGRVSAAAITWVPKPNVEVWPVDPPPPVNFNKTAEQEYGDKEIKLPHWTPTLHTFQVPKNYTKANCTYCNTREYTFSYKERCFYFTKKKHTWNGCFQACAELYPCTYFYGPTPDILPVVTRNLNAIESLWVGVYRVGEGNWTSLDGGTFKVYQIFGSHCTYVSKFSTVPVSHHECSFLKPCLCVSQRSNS
CHOP inhibitor – inhibitors of CHOP induction in ER stress response | CHO-K1 CHOP-promoter luciferase, tunicamycin-induced, 15-18 h | inhibition, % at 10 µM | 3.8% of 220,000 active | AID 2732;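 active means compounds that reduced the stress-induced luciferase reporter signal by more than about 70% of percent inhibition, limit read from the data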;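 further: 0% = tunicamycin plus vehicle and 100% = wells without tunicamycin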
zfTRPN1 agonist – agonists of zebrafish TRPN1 channel | AID 1424 | activation, % at 3 µM | HEK293 zebrafish TRPN1-YFP, Fluo-8 calcium fluorescence; 100% = response to 87 µM carbachol | 0.18% of 220,000 active;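 active means activation above its plate's cutoff, the mean activation of test wells on that plate plus 3 SD, cut at about 19% in these data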;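 further: 0% = DMSO alone and 100% = 87 µM carbachol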
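Material: zebrafish TRPN1-YFP in HEK293 cells; Doses: single test compound dose, 3 µM nominal, 0.3% DMSO; Timing: dye loading 1 h at 37 °C, then 30 min room temperature; Technique: intracellular calcium fluorescence with Fluo-8; Benchmarks: high carbachol 87 µM, low DMSO alone.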
Numbers without * were called inactive; x = no result given.

SMILES	TRPML3 agonist	p47phox inh	MDM2 E3 inh	PPC-1+TRAIL kill	Runt-SMMHC FRET	TNF death inh	EBV gp42 block	CHOP inhibitor	zfTRPN1 agonist
COc1ccccc1C(=O)N1CCN(C(=O)c2ccncc2)CC1	1.0	-14	9	-2	-10	-0.6	-5	1	-0.6
CC(C)(C)C1CCC(=NNS(=O)(=O)c2ccc(Br)cc2)CC1 (centres undefined)	0.2	-6	-4	10	-1	0.5	1	92*	-0.3
N#CC(c1ccc(Cl)cc1)c1nc2ccccc2nc1C(F)(F)F (centres undefined)	0.1	7	-1	15	2	-1.3	-9	28	0.0
O=C(CCS(=O)(=O)c1cccc2nonc12)NC1CCCCCC1	-0.2	0	-15	15	-5	1.9	-5	-20	0.3
COC(=O)c1cccc(Cn2c(Cl)c(/C=N/Nc3ccccc3C)sc2=O)c1	-0.4	-23	0	22	0	1.8	-48	9	-1.6
O=C(C1=C[C@H](c2ccc3c(c2)OCO3)C[C@H](OCCCCO)O1)N1CCN(Cc2ccccc2)CC1	-0.4	x	x	34	-7	1.2	-8	-5	-1.3
N/C(COc1ccc(Cl)cc1Cl)=N\NS(=O)(=O)c1ccccc1	-0.3	1	-12	4	5	-2.2	-6	41	-0.8
COC(=O)c1sccc1NC(=O)CSCCc1ccncc1	0.2	-9	-3	-7	0	1.1	-16	25	1.4
O=C(CCc1nc2ccccc2s1)NCc1ccccc1F	0.0	-18	-10	x	-3	-1.4	-15	-6	0.3
CN(N=Nc1cccc([N+](=O)[O-])c1)c1cccc([N+](=O)[O-])c1	0.3	3	-15	6	-4	1.7	-8	4	0.7
CC(=O)C1=C(Nc2ccccc2)CC(C)(O)C(C(C)=O)C1c1ccccc1 (centres undefined)	0.9	3	-4	22	-5	3.2	-13	2	2.9
S=C(NCc1ccccc1)N1CCc2ccccc2C1	-0.8	-3	-18	7	2	0.7	-6	11	-1.3
CN(Cc1nc(-c2cccs2)no1)CC1COCCO1 (centres undefined)	0.4	4	-17	-16	4	0.0	-5	-26	0.9
O=C(CSc1nc2ccccc2c(=O)[nH]1)Nc1ccc(C(=O)O)cc1	0.2	-7	-18	20	-1	1.2	-14	2	0.1
COc1cc(NC(=O)c2ccno2)cc(C(=O)Nc2cccc(C(F)(F)F)c2)c1	x	-26	11	7	4	3.0	-11	10	x
Cc1ccc(NC(=O)CSc2ccc3nnc(CCNC(=O)c4ccccc4)n3n2)c(C)c1	0.3	-3	-9	22	2	2.1	-18	-10	0.5
CN1CCN(CC(O)COC(c2ccccc2)c2ccccc2)CC1 (centres undefined)	0.7	-2	-8	38	3	2.0	-14	6	0.9
O=C(OCC(=O)N1CCN(c2ccccc2)CC1)c1ccco1	-0.2	-13	-12	31	0	-3.3	-13	1	-0.3
Cc1cccc(OCCC(=O)N(C)CC(=O)Nc2cccc3ccccc23)c1	-0.2	-9	-7	0	1	0.8	-12	33	-1.4
O=C(NCc1ccccc1)C(c1ccccc1)N(Cc1cccs1)C(=O)c1cnccn1 (centres undefined)	0.4	-2	-30	-3	-2	-13	-4	-7	0.8
Cc1ccc(NS(=O)(=O)c2cc3c4c(cccc4c2)C(=O)NC3=O)cc1	0.9	-15	0	9	-2	-1.7	-6	20	1.9
CSc1ccccc1NC(=O)c1ccccc1C	0.2	-5	-6	30	-3	-0.6	-1	7	-0.5
Cc1ccc(-n2c(Cn3cnc4ccccc43)nnc2SCC(=O)O)cc1	0.6	-2	-10	16	2	-1.2	-6	32	1.9
O=C(NNc1nc2ccccc2s1)c1ccc(F)cc1	0.4	-4	-5	30	9	2.0	-8	-16	1.4
COC(=O)C1=C(CSc2nc3ccccc3o2)NC(=O)NC1c1cc(C)ccc1C (centres undefined)	-0.3	-9	-13	25	1	-2.4	0	80*	-0.8
CCOC(=O)C1(Cc2ccc(OC)cc2)CCN(C(=O)c2cc3ccccc3[nH]2)CC1	0.3	-11	2	24	2	2.0	-12	69	0.5
S=c1[nH]nc(-c2ccccn2)n1/N=C/c1ccccc1	0.3	-92	-5	20	5	1.7	-30	-1	-0.3
CC12CN3CC(C)(CN(C1)C3c1cc3ccccc3[nH]1)C2=O (centres undefined)	1.1	-2	x	0	0	2.2	-13	-7	-0.4
Cc1ccc(S(=O)(=O)N(C)C)cc1NC(=O)COC(=O)/C=C/c1cnc2ccccc2n1	0.9	-15	3	7	1	0.6	-9	-17	-0.1
COc1cccc(-c2cc3c(-n4cccc4)ncnc3o2)c1	-0.3	-41	-4	-4	1	-3.2	-9	-31	-0.7
CCN(CC)C(=O)CSc1nnc(CCNC(=O)OC(C)(C)C)o1	0.2	-14	-2	2	2	1.4	-8	40	1.0
CC[C@]12CCCN3CCc4c(n(c5ccccc45)C(=O)C1)C32 (some centres undefined)	0.7	-2	-8	-15	2	-1.0	-1	9	0.5
NC1=NC(=O)/C(=C\c2ccsc2)S1	-0.1	-20	-4	-6	-3	0.5	0	-10	0.5
Cc1cccc(Nc2nnc(SCC(=O)Nc3ccccc3[N+](=O)[O-])s2)c1C	0.3	-13	14	19	4	1.7	13	10	-1.1
O=C(Nc1ccccc1)Nc1ccc(Br)c(Cl)c1	7.4	-1	-18	21	-1	5.9	-1	26	12
Cc1[nH]n(-c2ccccc2)c(=O)c1C(=O)c1ccccc1	0.0	-1	-6	-10	0	1.9	-14	-11	-0.3
O=C(COc1cccc2ccccc12)N/N=C/c1ccccc1OCc1ccc(C(=O)O)cc1	0.8	-33	-9	x	-7	0.7	-5	-14	1.9
C/C=C/C=C/C(=O)N1CC2(CC(c3cccc(NC(=O)CCCCC)c3)=NO2)C[C@H]1C(N)=O (some centres undefined)	x	-9	11	13	3	4.8	-19	-10	x
O=C(Nc1cccc(C(F)(F)F)c1)c1ccc(Cn2cc(Br)cn2)o1	-2.0	-17	-3	-4	0	0.1	14	32	1.0
N#CCCN(C(=O)Nc1ccccc1)c1ccccc1	0.7	-5	-3	19	-1	-0.5	-14	42	1.6
COc1cc(OC)c(NC(=S)Nc2cccc(C)c2)cc1Cl	0.2	-4	-16	-5	-3	0.2	8	1	-1.5
Cc1cccc(NC(=O)C2CCCN2S(=O)(=O)c2ccc(F)cc2)c1C (centres undefined)	0.0	-16	1	38	2	-0.1	10	-1	-2.2
CCOC(=O)c1c(Nc2ccccc2)sc(/C=C2\C=Nc3ccccc32)c1O	0.2	-19	-9	-1	-50	-1.4	-30	-59	-0.6
O=C(Cn1cc2c(n1)CCCC2)NCC1CCCO1 (centres undefined)	1.1	0	-6	7	1	0.3	-6	-7	0.3
COc1ccccc1CNCC(O)Cn1c2ccccc2c2ccccc21 (centres undefined)	1.2	-8	3	42	7	-6.2	-2	51	1.1
CC(C)(C)c1nnc2sc(SCC(=O)N3CCc4ccccc43)nn2c1=O	-0.1	-6	14	20	-5	-2.4	2	13	3.5
COC(=O)c1[nH]c(C)c(/C(O)=C2\C(=O)C(=O)N(CCN3CCOCC3)C2c2cccnc2)c1C (centres undefined)	-0.1	-5	-6	2	-2	-1.2	-10	37	0.0
CCC(=O)N1CCN(c2ccc(Cl)cc2NC(=O)Cc2ccc(Cl)cc2)CC1	-0.1	-68	-9	-4	-1	-1.4	-1	80*	-1.2

5 entries picked at random from the list so far:
SMILES	TRPML3 agonist	p47phox inh	MDM2 E3 inh	PPC-1+TRAIL kill	Runt-SMMHC FRET	TNF death inh	EBV gp42 block	CHOP inhibitor	zfTRPN1 agonist
N#CCCN(C(=O)Nc1ccccc1)c1ccccc1	0.7	-5	-3	19	-1	-0.5	-14	42	1.6
COc1cc(OC)c(NC(=S)Nc2cccc(C)c2)cc1Cl	0.2	-4	-16	-5	-3	0.2	8	1	-1.5
COC(=O)c1[nH]c(C)c(/C(O)=C2\C(=O)C(=O)N(CCN3CCOCC3)C2c2cccnc2)c1C (centres undefined)	-0.1	-5	-6	2	-2	-1.2	-10	37	0.0
O=C(COc1cccc2ccccc12)N/N=C/c1ccccc1OCc1ccc(C(=O)O)cc1	0.8	-33	-9	x	-7	0.7	-5	-14	1.9
CC(C)(C)c1nnc2sc(SCC(=O)N3CCc4ccccc43)nn2c1=O	-0.1	-6	14	20	-5	-2.4	2	13	3.5

Additional compounds
SMILES	TRPML3 agonist	p47phox inh	MDM2 E3 inh	PPC-1+TRAIL kill	Runt-SMMHC FRET	TNF death inh	EBV gp42 block	CHOP inhibitor	zfTRPN1 agonist
Cc1c(C=O)c2ccccn2c1C(=O)c1cccs1	0.6	2	-13	17	87*	-1.2	35	35	1.9
COC(=O)c1[nH]c2ccccc2c1NC(=O)/C=C/c1ccc2c(c1)OCO2	2.0	-20	-11	20	-11	2.9	-25	16	0.1
O=C(NC1(C(=O)NC2CCCCC2)CCCCC1)c1ccc2c(c1)OCO2	-0.1	7	-12	2	0	0.5	-10	2	-0.4
C=CCn1c(SCC(=O)Nc2ccc(-c3nc4ccc(C)cc4s3)cc2)nnc1-c1ccncc1	0.0	6	-5	17	10	1.1	-19	-12	-0.1
CCCn1c(SCC(=O)N2CCCCC2)nnc1-c1ccco1	0.9	-3	-27	25	0	-2.0	-8	-12	-0.9
O=C(NCc1ccccc1)c1noc2c1CCCCC2	-0.4	-9	-5	19	1	6.6	-22	-49	-0.2
COc1ccc(NC(=O)c2c(-c3ccccc3Cl)noc2C)c(OC)c1	-0.1	-5	-16	4	1	0.9	-9	43	-2.3
Cc1cccc2cc(CN(CC3CCCO3)C(=O)c3cccnc3)c3nnnn3c12 (centres undefined)	-0.7	-13	-3	-15	1	-2.0	-11	23	-0.4
COc1cc([N+](=O)[O-])ccc1-c1ccc(/C=N/NC(=O)c2ccccc2O)o1	1.2	-15	-11	2	-36	-1.1	67*	0	1.8
Cc1cccc2[nH]c3c(=O)n(CCN4CCNCC4)cnc3c12	0.4	-4	-3	24	0	-0.3	-3	-3	0.2
Oc1ccccc1CNc1nc2ccccc2n1CCN1CCCCC1	0.5	0	-2	10	3	2.1	3	51	-0.3
COc1ccc(NS(=O)(=O)c2ccc(N3CCOCC3)c(NC(=O)c3ccc(F)cc3)c2)cc1	0.4	-3	-3	5	2	1.6	3	-20	-0.6
CN(C)c1cc(-c2ccccc2)nc(N)n1	x	-5	-8	4	-3	-4.5	-17	-39	x
CCC1=C2CC[C@H]3C(=O)N(C)C(=O)[C@H]3[C@H]2[C@@]2(Cc3ccccc3)C(=NCC(=O)OC)OC(=O)N2C1=O	x	-5	9	-6	-1	2.4	-12	6	x
COc1ccc(CNC(=S)Nc2ccc(OC)cc2)cc1	-0.2	-9	2	21	3	-0.4	-15	4	-0.7
Cc1cccc(S(=O)(=O)C(C#N)c2nc3ccccc3nc2N2CCOCC2)c1 (centres undefined)	-0.7	-15	-16	6	57	-3.1	-6	28	0.5
COCCNc1c(-c2ccc(OC)c(OC)c2)nc2ccc(Cl)cn12	-0.1	-1	-7	x	x	0.9	2	-6	1.0

Compound activity as filed in PubChem.
